Statin myotox sup: suppressors of statin myotoxicity in C2C12 myotubes, primary screen, cell-based, single point, plate reader. C2C12 myotubes + simvastatin, ATP luminescence, 48 h; scaled: DMSO 0, geranylgeraniol control 100. AID 602340, 2012. 330,000 tested, 0.78% active. rescue of ATP level, % at 7.49 µM;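 active = mean ATP rescue above about 67%, or every replicate alone reaching that limit, limit read from the data, passing the limit was not always enough; inconclusive = no clear call, values can overlap the other calls; inactive = mean under the limit and some replicate under it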;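 also: myotubes were challenged with 10 µM simvastatin during compound exposure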
FN deposition inh: inhibitors of fibronectin matrix deposition, primary screen, AH1F cells, Alexa488-fibronectin fluorescence, plate reader; AID 743247, 2014; 350,000 tested, 0.086% active; AH1F fibroblasts, overnight; inhibition, % at 12.6 µM;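 active = mean inhibition across replicates of 30% or more, regardless of how many single replicates reach that level; inconclusive = mean under 30% yet at least half of replicates reach 30%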;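 also: positive control wells lacked labelled fibronectin entirely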
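Assay system: AH1F fibroblast monolayer, labelled fibronectin deposition. Amount: 10000 cells per well. Also added: labelled fibronectin 24 nM. Compound: single-point pinned compound. Incubation: cell attachment 1 h, compound and FN exposure overnight. Detection: fluorescence after three HBSS washes, excitation 485 nm, emission 525 nm. Read-out: inhibition of fibronectin deposition signal.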
miR-122 sensor: miR-122 Renilla sensor signal increase in Huh7, primary screen, miR-122 inhibitor project, cell-based, single point, plate reader | Huh7 miR-122 Renilla luciferase sensor, 48 h; neutral wells = 0, positive control = 100 | 340,000 tested, 0.3% active | AID 602342, 2012 | activation (reporter increase), % at 12.5 µM;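 active = mean replicate activation score at least 90 and every replicate individually at or above 90; inconclusive = only one of the two criteria met; inactive = neither criterion met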;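 also: higher luciferase means less miR-122 activity so hits act as miR-122 inhibitors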
PglD DTNB: C. jejuni PglD acetyltransferase inhibitors, primary screen, biochemical, DTNB colorimetric, single point. inhibition, % at 12.5 µM. 360,000 tested, 0.098% active. purified PglD enzyme, DTNB colorimetric CoA detection. UDP-N-acetylbacillosamine N-acetyltransferase PglD (Campylobacter jejuni). AID 602405, 2012; in the data active = inhibition above about 16%, passing the limit was not always enough; inconclusive = no clear call, values can overlap the other calls; also: strong numbers were not always called active
GSIS activator: GLuc luminescence reporter in INS-1E cells, primary screen for activators of glucose-dependent secretion of insulin; INS-1E GLuc reporter insulin secretion, 2-3 h; activation, % at 16.6 µM; 370,000 tested, 0.61% active;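 active = lowest replicate activation of at least 40%, so every replicate reaches that level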;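 also: 0% = median of neutral control wells and 100% = median of IBMX positive control wells; some compounds called inactive have numbers as strong as hits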
CFTR F508del cor: F508del CFTR correction, initial screen, CFBE line, single point | activity (quench increase), % at 7.58 µM | CFBE cells, YFP halide quenching; stimulated with forskolin plus potentiator P3; % fluorescence drop versus neutral controls | 350,000 tested, 0.36% active;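 active = mean added fluorescence quench of at least 8% versus neutral control, with both replicates also reaching 8%; inconclusive = only one of the mean or replicate conditions met; inactive = mean below 8% and not both replicates reaching 8%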;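 also: cells transiently co-express mutant CFTR-F508del with the halide-sensitive YFP; corrector assay measuring rescue of mutant channel to the surface after 24 h compound exposure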
PGC1a acetyl inh: inhibitors of PGC1a acetylation signal, primary screen, cell-based, U2OS, AlphaScreen, inhibitor mode | AlphaScreen anti-acetyl-lysine; with virally co-expressed GCN5 acetyltransferase | inhibition, % at 15.6 µM | 350,000 tested, 0.17% active;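 active = every replicate shows inhibition of at least 40%; inconclusive = mean inhibition at least 40% but some replicate below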;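 also: 0% = neutral control wells and 100% = positive control wells; some results beyond the cut were filed as inactive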
Cneo AK release: Cryptococcus neoformans cell lysis inducers, primary screen, AK release luminescence, single concentration. C. neoformans lysis, adenylate kinase release luminescence, 4 h; normalised: neutral wells 0, clomiphene wells 100. lysis activity, % at 15 µM. 360,000 tested, 0.2% active. AID 651654, 2012;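 active = mean lysis activity across replicates of at least 80%, whatever share of replicates individually reach that level; inactive = mean lysis activity below 80%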
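Material – Cryptococcus neoformans yeast cells · Quantity – 5 × 10^6 yeast cells/mL · Buffer or medium – YPD medium · Compound – single dose · Timing – 4 h static compound exposure, 37 °C, read 1 h post-reagent · Signal – adenylate kinase release luminescence · Read-out basis – lysis from increased AK signal · Benchmarks – Clomiphene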
The depositor's hits bear a star; ? = inconclusive; . = not tested or not shown; & = joins results of further samples; [ ] = remark or other dose.

#	canonical_smiles	Statin myotox sup	FN deposition inh	miR-122 sensor	PglD DTNB
1	CC(=NNC(=O)COc1cccc(C)c1)c1cccnc1	-1	.	2	0
2	C[C@@H]1CN([C@H](C)CO)C(=O)c2cc(NC(=O)Cc3ccccc3)ccc2O[C@H]1CN(C)C	12	.	4[16.7 µM]	5
3	COc1cc(C(=O)Nc2ccc3c(c2)Cc2ccccc2-3)cc(OC)c1OC	.	-12	.	.
4	C[C@@H]1CCCCO[C@H](CN(C)C(=O)NC2CCCCC2)[C@H](C)CN([C@H](C)CO)C(=O)c2cc(NC(=O)CCC(F)(F)F)ccc2O1	-26	.	-10[16.7 µM]	-1
5	CC(C)CC1C(=O)N(Cc2cn(CCC3OCCCO3)nn2)CCS(=O)(=O)N1Cc1ccc(-c2ccc(Cl)nc2)cc1 (stereo unspecified)	-16	1	-4	1
6	C/C(=N\Nc1c(Cl)c(Cl)nc(C(=O)O)c1Cl)c1ccc(O)cc1	10	3	.	-1
7	COc1ccc(CNC(=O)CCS(=O)(=O)c2ccc3nc(C)sc3c2)cc1	10	4	2	-3
8	Cc1ccc(NC(=O)c2cc(C)nc3ccccc23)c(Br)c1	-6	5	0	-1
9	COC(=O)C1=C[C@@H](C(=O)OC)[C@@H]2C3=C(C(=O)[C@@]2(C)NC(=O)c2ccccc2)[C@H](c2ccccc2)[C@@H]2C(=O)NC(=O)[C@@H]2[C@@H]3C1	12	3	.	9
10	O=C(NC(=S)Nc1cccc(Cl)c1N1CCCCC1)c1ccc2c(c1)OCCO2	.	6	-11	-8
11	N#Cc1cccc(-c2ccc3c(c2)[C@@H]2[C@@H](CCN2S(=O)(=O)c2ccccc2)[C@H](CO)N3)c1	-27	28	-2[16.7 µM]	2
12	O=C(COc1ccc(F)cc1Cl)Nc1ccc(S(=O)(=O)Nc2nccs2)cc1	-7	-1	.	3
13	CC(OC(=O)CCCc1c[nH]c2ccccc12)C(=O)Nc1ccc(S(N)(=O)=O)cc1 (stereo unspecified)	10	.	-5	1
14	O=C(c1ccc(CS(=O)c2cccc(Cl)c2)o1)N1CCN(C2CCCCC2)CC1 (stereo unspecified)	2	2	3	-6
15	COCC(=O)N(C)C[C@H]1Oc2ncc(Br)cc2C(=O)N([C@@H](C)CO)C[C@@H]1C	0	.	-3[16.7 µM]	0

#	GSIS activator	CFTR F508del cor	PGC1a acetyl inh	Cneo AK release
1	-3	-0.3	12	-1
2	20	2.0	-1	0
3	4	6.3	12	.
4	-27	1.4	.	-1
5	-24	-4.4	.	1
6	5	-1.0	.	-3
7	.	0.0	0	0
8	.	.	-50	1
9	3	1.2	.	-1
10	-25	.	-8	-1
11	2	4.4	0	-3
12	13	2.4	.	-3
13	1	-0.5	13	1
14	-16	-0.8	13	-1
15	-3	-0.2	8	-3

Next records follow.
#	canonical_smiles	Statin myotox sup	FN deposition inh	miR-122 sensor	PglD DTNB
16	O=C(NC1CCCC1)c1cccc2c1C(=O)c1ccc(N3CCCCC3)cc1S2(=O)=O	0	3	.	-3
17	CCOC(=O)c1cc(CC)sc1NC(=O)C1CC1	14	.	-3	-3
18	CC1=NN(c2ccc(C(F)(F)F)cn2)C(=O)C1	-3	-2	1	6
19	O=C1CC(N2CCN(c3cccc(C(F)(F)F)c3)CC2)C(=O)N1c1ccccc1 (stereo unspecified)	0	12	-1	1
20	O=C(Cn1c(C(=O)OCCO)cc2ccccc21)c1ccccc1	4	-1	6	-1
21	CC(C)NC(=O)Nc1ccc2c(c1)C(=O)N([C@H](C)CO)C[C@H](C)[C@@H](CN(C)S(=O)(=O)c1cn(C)cn1)O2	-2	-5&6	-1[16.7 µM]	2&4
22	CCCOc1ccc(C2CC(=O)Nc3cc(OC)c(OC)cc32)cc1 (stereo unspecified)	7	-2	7	-4
23	O=S(=O)(NCCc1cn2ccccc2n1)c1cccs1	6	-2	-6	-2
24	Cc1ccc(NC(=O)c2cc(-c3ccc4c(c3)OCO4)on2)cc1	4	1	-7	5
25	O=C(Nc1ccc2c(c1)OCCO2)C(c1ccc(F)cc1)N1CCCCC1 (stereo unspecified)	.	3	-6	-4
26	Cc1cccc(C)c1NC(=O)c1c(-c2ccccc2)noc1C	57	.	5	-4
27	O=C(CNc1ccc(Br)cc1)Nc1cccc(S(=O)(=O)N2CCCC2)c1	23	-4	27	-3
28	CC(C)c1nc2ccccn2c1NC1CCCCC1	.	-10	6	3
29	CCCCOc1ccc(C(=O)OC2CC(C)N(C)CC2C)cc1 (stereo unspecified)	.	2	1	0
30	CCOc1c(Cl)cc(C(=O)Nc2cccc(C(=O)O)c2)cc1Cl	.	24	.	.

#	GSIS activator	CFTR F508del cor	PGC1a acetyl inh	Cneo AK release
16	-7	1.6	.	1
17	37	-0.4	-5	1
18	5	0.6	-1	-4
19	.	.	-11	3
20	.	.	-29	4
21	9&3	1.5&2.8	1&-4	1&1
22	-13	-0.7	-11	-2
23	-2	0.5	-2	4
24	0	0.5	-13	-1
25	.	.	8	-1
26	19	.	-4	4
27	-8	2.8	8	1
28	.	.	7	2
29	.	.	-8	1
30	-11	1.1	3	.

Remaining list, next part:
#	canonical_smiles	Statin myotox sup	FN deposition inh	miR-122 sensor	PglD DTNB
31	Cc1ccc(C(=O)Nn2cnnc2)cc1Cl	15	2	1	3
32	COc1ccccc1-c1cn(CC[C@H]2CC[C@@H](NC(=O)c3ccccc3F)[C@@H](CO)O2)nn1	0	7	.	-2
33	CO[C@H]1CN(C)C(=O)c2cc(NC(=O)C3CCOCC3)ccc2OC[C@H](C)N(C)C[C@@H]1C	-5	8	1[16.7 µM]	-2
34	O=C(NCc1cccc(Br)c1)c1cc(-c2ccccc2)nn1CC1CC(c2cccc([N+](=O)[O-])c2)=NO1 (stereo unspecified)	.	-9	-1	-3
35	CCCn1c(=O)c2ccccc2n2c(SCC(=O)Nc3cc(C)on3)nnc12	-2	-1	5	-1
36	Cc1ccc(C(=O)Nc2nc(=O)[nH]s2)cc1	.	-6&2	0&0	.
37	O=C(NC(c1ccccc1)c1ccc2ccccc2n1)C1CCN(Cc2ccc(Cl)c(Cl)c2)CC1 (stereo unspecified)	9	1	-7	-2
38	O=C(CN1CCN(Cc2ccccc2F)C1=O)NC1CCCC1	-3	8	10	3
39	COc1ccc(S(=O)(=O)NCc2cccnc2)cc1	13	4	13	-4
40	Cc1ccc(OCC(O)CN2CCN(c3ccccn3)CC2)c(C)c1 (stereo unspecified)	.	-10	.	.
41	Cc1ccc(N(C(C)C(=O)N2CCCCC2)S(C)(=O)=O)cc1C (stereo unspecified)	7	-2	6	-4
42	Cc1sc2ncnc(SCC(=O)N(C)C3CCS(=O)(=O)C3)c2c1C (stereo unspecified)	.	4	.	.
43	CCn1c(C)c(C)c2cc(C(=O)NCCN3CCCCCC3)ccc21	-21	13	-7	-5
44	CCCNC(=O)CCc1c(C)nc2c(c(C)nn2-c2ccccc2)c1C	4	.	-1	7
45	CCCNC(=O)N(C)C[C@@H]1Oc2cc(C#C[C@@H](C)O)ccc2S(=O)(=O)N([C@H](C)CO)C[C@@H]1C	2	-7	6[16.7 µM]	0

#	GSIS activator	CFTR F508del cor	PGC1a acetyl inh	Cneo AK release
31	3	0.2	1	-1
32	26	0.4	5	-2
33	4	.	.	-1
34	-16	2.6	1	0
35	.	.	-5	-1
36	9&1	0.7&-4.2	4&12	.
37	.	1.4	5	1
38	.	-1.2	6	-3
39	-4	3.5	-4	5
40	-11	1.2	-3	.
41	.	.	15	1
42	-11	0.5	-4	.
43	-4	-0.2	1	-4
44	8	0.3	0	0
45	5	-1.2	6	1

Next structures
#	canonical_smiles	Statin myotox sup	FN deposition inh	miR-122 sensor	PglD DTNB
46	O=C(O)c1cc(S(=O)(=O)N2CCCCC2)ccc1N1CCCC1	1	17	5	0
47	O=C(Nc1nc2cc3c(cc2s1)OCO3)c1ccc(N2C(=O)CCC2=O)cc1	.	-12	10	0
48	O=c1nc(N2CCOCC2)nc2n1CCO2	0	.	2	0
49	O=C(c1ccc(S(=O)(=O)N2CCCCCC2)cc1)N1CCN(c2ccccc2F)CC1	1	.	0	-5
50	Cc1noc(C)c1NC(=O)N(C)C[C@@H]1Oc2c(NS(=O)(=O)c3ccccc3)cccc2C(=O)N([C@H](C)CO)C[C@@H]1C	-8	.	9[16.7 µM]	-1
51	O=C(/C=C/Nc1nccs1)C(F)(F)Cl	0	-4	-2	7
52	COc1ccccc1NC(=O)N1CCCCN2[C@H](CO)[C@H](c3ccc(C#Cc4ccccc4)cc3)[C@H]2C1	.	.	-21[16.7 µM]	2
53	Nc1ncnc2c1ncn2[C@@H]1O[C@H](C(=O)N(CCC2=CCCCC2)CC2CC2)[C@@H](O)[C@H]1O	7	5	-3	-3
54	CCOC(=O)N1CCN(C(=O)C2CCCN(S(=O)(=O)c3cccnc3)C2)CC1 (stereo unspecified)	-2	-4	.	-3
55	O=C(c1ccco1)N(Cc1ccc2c(c1)OCO2)Cc1cc2cc3c(cc2[nH]c1=O)OCO3	.	2	19	3
56	COc1cc(C#Cc2c(-c3ccccc3OC)oc3ccccc23)cc(OC)c1	7	2	9	-3
57	Cc1nn(-c2ccccc2)c2nc(-c3cccs3)cc(C(=O)NN)c12	.	17	.	.

#	GSIS activator	CFTR F508del cor	PGC1a acetyl inh	Cneo AK release
46	-13	-0.5	1	-1
47	22	1.2	4	-1
48	.	.	11	-2
49	8	-0.7	.	3
50	-8	-5.2	-3	-59
51	-13	3.2	.	0
52	-11	-6.2	-40	2
53	.	-1.3	-17	-1
54	12	-1.2	.	-2
55	10	0.6	12	1
56	5	-0.7	1	2
57	-3	?	0	.

Quoted at random: 4 compounds from above
#	canonical_smiles	Statin myotox sup	FN deposition inh	miR-122 sensor	PglD DTNB
49	O=C(c1ccc(S(=O)(=O)N2CCCCCC2)cc1)N1CCN(c2ccccc2F)CC1	1	.	0	-5
52	COc1ccccc1NC(=O)N1CCCCN2[C@H](CO)[C@H](c3ccc(C#Cc4ccccc4)cc3)[C@H]2C1	.	.	-21[16.7 µM]	2
53	Nc1ncnc2c1ncn2[C@@H]1O[C@H](C(=O)N(CCC2=CCCCC2)CC2CC2)[C@@H](O)[C@H]1O	7	5	-3	-3
50	Cc1noc(C)c1NC(=O)N(C)C[C@@H]1Oc2c(NS(=O)(=O)c3ccccc3)cccc2C(=O)N([C@H](C)CO)C[C@@H]1C	-8	.	9[16.7 µM]	-1

#	GSIS activator	CFTR F508del cor	PGC1a acetyl inh	Cneo AK release
49	8	-0.7	.	3
52	-11	-6.2	-40	2
53	.	-1.3	-17	-1
50	-8	-5.2	-3	-59

Assay outcomes (PubChem BioAssay)

Outcome played no part in choosing rows. Share with any hit: about 2.1%.
